# Runt-CBFb FRET – Runt domain-CBFb interaction inhibition; Q01196+Q13951; Cerulean-Runt/Venus-CBFb FRET ratio 530/480, 1 h; inhibition, % at 20 µM; hit rate 0.46% among 220,000;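 active = inhibition over about 50% at 20 µM in the single-dose screen, limit read from the data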;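 note: 0% = DMSO wells and 100% = excess unlabeled CBFb competitor control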
#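 Measured by: fluorescence energy transfer, 422 nm excitation, 530/480 nm emission; test system: Cerulean-tagged RUNX1 Runt domain (FRET donor) fusion protein; buffer or medium: Tris pH 7.5 buffer with BSA; compound: one dose, 20 µM compound, 1% DMSO; times: two 1 h room-temperature incubations shielded from light; benchmarks: unlabeled CBFb 5 µM, positive control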
# MDM2 E3 inh – blocks human Mdm2 ubiquitin ligase activity | signal enhancement, % at 5 µM | AID 1230 | hit rate 0.11% among 210,000 | cell-based MDM2 ubiquitination luciferase reporter, 2 h; 0 = plate control, 100 = twice control, blank-subtracted;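 active = signal enhancement of 30% or more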;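 note: luminescence tracks abundance of the self-degrading MDM2-luciferase fusion protein; higher signal means inhibition of MDM2 E3 ligase activity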
#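 Timing – 2 h compound exposure at 37 °C · Assay system – mammalian cells stably expressing self-ubiquitinating, self-degrading MDM2 E3–luciferase fusion · Amount – 2000 cells seeded into each well · Measure – % luminescence enhancement versus blank-corrected plate control mean · Measured by – SteadyLite luminescence, 15 min reagent step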
# Hck Nef HTS – blocks Nef-activated human Hck kinase | P08631 | Recombinant Hck-YEEI plus Nef, Z-Lyte FRET kinase assay | inhibition, % at 20 µM | hit rate 0.68% among 220,000;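 active = Hck-Nef kinase inhibition above about 50%, limit read from the data; inactive = inhibition below that limit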;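 note: 0% = DMSO with Hck plus Nef and 100% = Hck alone without Nef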
# Target sequence (P08631 whole entry, looked up): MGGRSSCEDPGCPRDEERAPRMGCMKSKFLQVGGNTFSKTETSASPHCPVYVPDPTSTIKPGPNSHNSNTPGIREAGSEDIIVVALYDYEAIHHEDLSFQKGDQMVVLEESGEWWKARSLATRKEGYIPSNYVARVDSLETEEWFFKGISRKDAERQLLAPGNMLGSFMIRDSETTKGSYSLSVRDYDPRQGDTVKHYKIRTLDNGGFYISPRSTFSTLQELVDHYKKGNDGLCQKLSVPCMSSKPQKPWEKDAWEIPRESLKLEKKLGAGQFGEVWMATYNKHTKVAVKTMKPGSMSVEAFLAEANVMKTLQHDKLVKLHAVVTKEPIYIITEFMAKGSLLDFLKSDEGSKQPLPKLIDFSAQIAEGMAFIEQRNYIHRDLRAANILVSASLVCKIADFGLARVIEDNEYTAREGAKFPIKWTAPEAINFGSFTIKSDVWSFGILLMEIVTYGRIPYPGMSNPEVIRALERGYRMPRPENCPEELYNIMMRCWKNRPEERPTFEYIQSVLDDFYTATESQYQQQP
# EBV gp42 block – blocks Epstein-Barr virus glycoprotein 42 binding; Q1HVG2; Fluorescence polarization binding assay, mP read-out; inhibition, % (tested at 21.74 µM); hit rate 0.42% among 220,000; AID 1085; in the data active = inhibition above about 50%
# Target sequence (Q1HVG2 whole entry, looked up): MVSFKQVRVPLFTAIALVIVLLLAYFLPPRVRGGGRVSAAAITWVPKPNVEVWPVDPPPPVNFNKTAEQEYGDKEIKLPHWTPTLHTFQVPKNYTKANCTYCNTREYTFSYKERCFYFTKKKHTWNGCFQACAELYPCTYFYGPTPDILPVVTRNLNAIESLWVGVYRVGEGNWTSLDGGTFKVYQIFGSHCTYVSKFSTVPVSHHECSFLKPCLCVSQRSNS
# Runt-SMMHC FRET – Runt domain-CBFb-SMMHC interaction inhibition. hit rate 0.74% among 220,000. Q01196+Q13951. Cerulean-Runt/Venus-CBFb-SMMHC FRET ratio 530/480, 1 h. inhibition, % at 20 µM;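 active = mean inhibition across duplicate retests at 20 µM reaching about 50%, limit read from the data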;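 note: 0% = DMSO wells and 100% = wells with excess untagged CBFb-SMMHC; inhibitors lower the FRET ratio by blocking Runt binding to CBFb-SMMHC; some results filed as inactive read as strong as hits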
# 14-3-3 Bad PPI – disrupts binding of bovine 14-3-3 zeta to phospho-Bad peptide; P63103; TR-FRET 14-3-3zeta/Dy647-pBad peptide displacement, 1 h; inhibition, % at 21.7 µM; hit rate 0.71% among 220,000; AID 781;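 active = inhibition above about 70%, limit read from the data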;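 note: 0% = full 14-3-3 plus peptide FRET controls and 100% = background without 14-3-3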
# Target sequence (P63103 whole entry, looked up): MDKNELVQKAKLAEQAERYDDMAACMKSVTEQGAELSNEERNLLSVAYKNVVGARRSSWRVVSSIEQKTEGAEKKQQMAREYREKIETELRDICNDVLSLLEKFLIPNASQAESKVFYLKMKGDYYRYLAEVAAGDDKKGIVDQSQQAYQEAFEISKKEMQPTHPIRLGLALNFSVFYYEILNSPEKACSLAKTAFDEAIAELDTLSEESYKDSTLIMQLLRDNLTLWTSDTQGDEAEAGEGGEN
# p47phox inh – inhibitors of human p47phox binding; p47phox/p22phox peptide binding, fluorescence polarization, 2 h; inhibition, % at 24.7 µM; hit rate 0.53% among 220,000; AID 1274;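 active = inhibition above about 30%, limit read from the data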;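 note: 0% = p47phox with labelled peptide and 100% = labelled peptide alone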
# TbHK1 inh – T. brucei hexokinase 1 inhibition; recombinant TbHK1, G6PDH-coupled NADH A340; inhibition, % at 10 µM; hit rate 0.11% among 220,000; AID 1430;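 active = inhibition of 50% or more in the single-dose primary screen; inactive = inhibition below 50%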
# zVAD death inh – blocks zVAD induced death of L929 cells | L929 zVAD necroptosis rescue, ATP luminescence, 24 h; with zVAD 60 µM | viability rescue, % at 10 µM | hit rate 0.38% among 220,000;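 active = activation, scaled between plate controls, above about 75%, limit read from the data; inactive = activation under that limit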;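 note: 0% = zVAD with DMSO and 100% = DMSO alone without zVAD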
# * marks the source's active call; other numbers are inactive results; · = no result given; [ ] = dose if it differs, or a comment. These rows are one share of the data, so the mix of outcomes need not match the whole.
SMILES,Runt-CBFb FRET,MDM2 E3 inh,Hck Nef HTS,EBV gp42 block,Runt-SMMHC FRET,14-3-3 Bad PPI,p47phox inh,TbHK1 inh,zVAD death inh
O=C1NCN(c2ccccc2)C12CCNCC2,-2,-6,-1,4,-6,-5,-13,-3,-0.1
CCCCCCCCCOc1ccc2[nH]cc(CCN)c2c1,1,·,·,0,1,9,92*,·,·
CC(=NCCN1CCCCC1)c1c(O)n(Cc2ccccc2)c(=O)[nH]c1=O,-3,-20,0,-12,-2,0,-11,5,-0.1
O=c1[nH]c(O)c(N=Nc2ccc([N+](=O)[O-])cc2)c(=O)[nH]1,0,-21,11,-15,-6,-4,-6,-6,2.0
CC(=NCCN(C)C)c1c(O)n(Cc2ccccc2)c(=O)[nH]c1=O,-1,-11,10,4,-2,-5,7,-11,0.9
Cc1cc(C)cc(N2C(=O)NC(=O)/C(=C\c3cccn3-c3ccccc3)C2=O)c1,17,·,4,-13,7,-4,-32,-3,-1.3
CN(CCCCC(=O)/C=N/O)Cc1ccccc1 (tested in a mixture with another compound),-1,-6,1,-8,1,6,-5,-4,-0.1
CCCCC1(CCCC)C(=O)NC(=Nc2cccc(C)c2)NC1=O,-3,-19,1,2,-7,-12,1,-1,4.3
CCN(CC)CCN=Cc1c(O)n(C2CCCCCC2)c(=O)[nH]c1=O,0,-13,0,-9,2,-1[fluorescence artefact?],-14,-6,0.0
O=C1C2CCCN2C(c2cccnc2)N1c1ccc(Cl)cc1 (stereo not drawn),1,0,2,-19,3,7,-1,-2,0.0
CCCCCCC(=O)N/N=C/c1c(O)n(CCc2ccccc2)c(=O)[nH]c1=O,0,-10,15,-9,3,-7,-19,-21,4.8
CCOc1cc(C=C2C(=O)NC(=O)NC2=O)ccc1OCC(=O)N1CCOCC1,0,-9,4,-13,-1,-30,-7,31,0.8
O=C(O)[C@@H]1C[C@H]1[C@@H](NP(=O)(c1ccccc1)c1ccccc1)c1ccccc1,-1,·,0,-18,2,1[fluorescence artefact?],-9,6,3.7
CC(C)(C)n1cc(C(=O)c2ccc3ccccc3c2O)cn1,-5,-46,8,0,-3,5,-2,5,-0.4
CC1=NN(c2ccccc2)C(=O)/C1=C/c1c(O)[nH]c(=O)[nH]c1=O,-4,-21,24,-15,-7,-6,-2,-2,2.5
CC1CCC(C(=O)NC(C(=O)N2CCC3(CC2)OCCO3)C(C)C)CC1 (stereo not drawn),0,-7,0,2,-1,8,-7,3,0.3
CCC(C)n1c(O)c(C=Nc2cccc(C(F)(F)F)c2)c(=O)[nH]c1=S (stereo not drawn),6,-9,1,14,10,-9,-29,-4,0.2
COc1ccc(C(=O)C2CCCN(Cc3ccsc3)C2)cc1OC (stereo not drawn),-1,-17,15,-5,-1,8,-2,4,-0.1
CCCCn1c(O)c(/C=N/NC(=O)c2ccncc2)c(=O)[nH]c1=O,3,-11,-16,-11,5,-22,5,-53,0.6
C=Cn1ccnc1P(=S)(c1cc(N(CC)CC)ns1)c1nccn1C=C,-6,7,0,-14,0,9,-4,-8,-0.1
C[C@]12CC[C@@H](O)C[C@@H]1CC[C@@H]1[C@@H]2CC[C@]2(C)[C@@H](O)CC[C@@H]12,0,·,-1,-16,-1,0,1,4,41
CCC1(CC)C(=O)N(Cc2ccccc2)C(=O)N(Cc2ccccc2)C1=O,-1,-14,-1,-1,2,0,3,-8,-0.5
Cc1ccc(NC(=O)CN2C(=O)CN=C(c3ccccc3)c3cc(Cl)ccc32)cc1,-1,-4,3,-7,-4,6,-10,4,0.3
CC(C)OP(=O)(OC(C)C)C(O)c1cccnc1 (stereo not drawn),1,5,2,-15,0,9,1,4,0.4
Cc1nn(Cc2ccccc2)c(Cl)c1C(=O)OCC(=O)NCC1CCCO1 (stereo not drawn),1,-21,25,-10,-1,10,1,3,-3.0
C/C(=N\NC(N)=O)c1c(O)n(C)c(=O)n(C)c1=O,0,-5,-11,-6,-2,-14,-11,3,1.1
CCCCc1nc2ccccc2c(=O)n1-c1ccccc1O,0,-10,0,2,1,-14,-1,26,-0.5
O=C(c1sc2ccccc2c1Cl)N1CCC2(CC1)OCCO2,2,-3,0,-14,0,-1[fluorescence artefact?],-4,3,0.1
Cc1cc(/C=C2\C(=O)NC(=O)N(c3ccc(Br)cc3)C2=O)c(C)n1C,-47,-15,9,-6,-124,-5,-114,-9,0.0
COc1ccccc1OCCCn1cc(C=O)c2ccccc21,-1,-12,27,-8,-2,5,2,2,-1.7
COc1ccccc1N1CCN(Cc2ccc(Cl)cc2Cl)CC1,-1,-10,-2,-10,-2,56,-58,-8,1.0
CN1CCN(C(=O)COc2ccc(Oc3ccccc3)cc2)CC1,2,1,18,-9,-3,-10,-1,-4,1.5
CCC(C)c1ccc(N2C(=O)NC(=O)/C(=C/c3cccn3CCOc3ccc(C)cc3)C2=O)cc1 (stereo not drawn),-15,-9,1,8,-64,-2[fluorescence artefact?],-62,18,-0.1
CC(O)(CS(=O)(=O)c1cccc(C(F)(F)F)c1)C(=O)Nc1cccc(C(F)(F)F)c1 (stereo not drawn),-3,-16,-1,1,-1,1,-11,-6,0.9
C[N+](C)(C)CC(=O)Nc1ccc(Cl)cc1C(=O)c1ccccc1,1,-16,-3,-8,1,-10,-13,1,0.3
CSc1nnc([C@@H](N)Cc2c[nH]c3ccccc23)o1,0,-8,-5,-7,1,3,-2,-6,-0.1
c1ccc2c(c1)Sc1ccccc1N2CC1CN2CCC1CC2 (stereo not drawn),0,-10,9,-6,0,-2,2,2,3.0
COc1cc(OC)c(OC)cc1CNC(C)C(O)c1ccccc1 (stereo not drawn),1,-11,2,-1,-2,1,-12,0,0.7
Fc1ccc(CNCCc2ccccc2)cc1,-2,-6,19,3,-2,36,0,1,-0.5
O=C1C2CCN(CC2)C1Cc1ccc(OCc2ccccc2)cc1 (stereo not drawn),2,-22,-7,-8,3,-8,-12,-4,-0.9
CCCCn1c(O)c(/C=C/C=Nc2ccccc2)c(=O)[nH]c1=O,47,-15,4,-225,64*,4,-17,-28,0.3
Cc1ccc(OCC(=O)NCCN2CCN(C(=O)COc3ccc(C)cc3)CC2)cc1,-5,-10,0,-8,0,5,-3,-10,-0.2
CC(=O)O[C@]1(c2ccccc2)CCN(C)[C@H]2CCCC[C@@H]21,0,4,-1,-18,-2,9[fluorescence artefact?],-18,10,0.7
O=c1[nH]c(=S)n(CCC2=CCCCC2)c(O)c1C=NC1CCN(Cc2ccccc2)CC1,2,-26,0,-48,-5,4,-226,-19,0.5
Cc1ccccc1-n1c(/C=C/c2ccccn2)nc2ccccc2c1=O,1,·,23,-8,4,-6,-20,-37,3.3
CCCCSC1=NN1c1nc(N)nc(C)c1CC,1,9,-12,1,0,-10,-14,11,-1.2
COc1ccc(C(CNC(=O)Cc2ccc(Cl)c(Cl)c2)N(C)C)cc1 (stereo not drawn),0,7,20,-10,1,4,1,3,0.6
CN1CCN(CC(=O)Nc2ccc([N+](=O)[O-])cc2C(=O)c2ccccc2)CC1,0,-89,-22,-1,-2,-3,-8,-6,-0.8
Cc1cc(NC(=O)CCl)on1,-2,-3,10,0,0,-7,-9,-4,15
CN1CC[C@]2(c3cccc(O)c3)Cc3nc4ccccc4cc3C[C@H]2C1,2,·,·,-3,-3,10,-6,·,·

# (cont.)
SMILES,Runt-CBFb FRET,MDM2 E3 inh,Hck Nef HTS,EBV gp42 block,Runt-SMMHC FRET,14-3-3 Bad PPI,p47phox inh,TbHK1 inh,zVAD death inh
CCCCn1c(O)c(C(C)=NCCN2CCOCC2)c(=O)[nH]c1=O,1,-19,-2,-14,6,-16[fluorescence artefact?],-3,-2,-0.6
CCN(CCNc1ccc([N+](=O)[O-])c2cccnc12)S(=O)(=O)c1ccccc1,-6,-11,3,-36,-16,6,1,0,0.5
CCOP(=O)(OCC)C1(O)C(=O)Nc2ccc(Br)cc21 (stereo not drawn),2,0,8,-13,0,4,-6,3,-0.7
CCOP(=O)(OCC)C(c1ccccc1)N(C)C=O (stereo not drawn),0,-9,1,10,-2,-12,-1,-4,-0.2
COc1cccc(C2(O)CCSCC2CN(C)C)c1 (stereo not drawn),2,-11,2,1,2,-16,5,18,0.5
O=C(c1cccc(Cl)c1)C1CCCN(Cc2ccon2)C1 (stereo not drawn),1,-9,18,2,1,-5,0,8,-0.6
c1ccc2c(CCNCc3ccc4c(c3)OCO4)c[nH]c2c1,-3,-12,2,-2,0,-18,-4,6,-0.1
N#CCCn1cc(C(=O)Nc2ccc([N+](=O)[O-])cc2)c(-c2ccccc2)n1,-3,·,23,-4,0,1,-1,-36,-0.2
CC1CCSP(=O)(Oc2ccccc2)O1 (stereo not drawn),0,-15,14,4,-7,-1,6,-2,1.0
O=C(COC(=O)Cc1ccccc1)Nc1cc(S(=O)(=O)N2CCOCC2)ccc1N1CCCC1,-2,-4,-3,-10,-6,-12,-2,31,0.7
C#CCN(C)[C@H](C)Cc1ccccc1,-1,·,·,-1,-1,8,-4,·,·
N#Cc1cc(F)c(N2CCNCC2)cc1Cl,2,5,1,-10,0,-8,3,2,0.2
O=c1c2ccccc2nc(CNCC2CCCO2)n1-c1ccc(F)cc1 (stereo not drawn),1,-17,4,1,0,-5,4,-1,0.1
CSc1nnc(OC(=O)N(C)C)n1-c1ccc(Cl)cc1,1,-13,-1,-11,-4,-1,-12,-4,0.2
CC12CCCCC1N(O)CN2O (stereo not drawn),-1,-26,3,-21,2,-10[fluorescence artefact?],-12,1,0.1
OC1C2CN3CN(C2)CC1(c1ccccc1)C3 (stereo not drawn),-1,-6,14,-14,-2,6,-12,-13,1.9
O=C1NC(=O)N(c2ccccc2F)C(=O)/C1=C/c1ccc(Sc2nc3ccccc3[nH]2)o1,28,0,4,-67,12,23[fluorescence artefact?],-269,-4,-0.2
COc1ccc(-c2cc(=NCCC(=O)O)c3cc(C)ccc3o2)cc1,9,-19,45,-8,23,10,5,-58,-0.4
CCOc1ccc(Cc2c(O)[nH]c(=O)[nH]c2=O)cc1,1,-12,8,-4,-3,9,-20,4,0.8

# A stretch of the results above, as a working copy:
SMILES,Runt-CBFb FRET,MDM2 E3 inh,Hck Nef HTS,EBV gp42 block,Runt-SMMHC FRET,14-3-3 Bad PPI,p47phox inh,TbHK1 inh,zVAD death inh
C#CCN(C)[C@H](C)Cc1ccccc1,-1,·,·,-1,-1,8,-4,·,·
N#Cc1cc(F)c(N2CCNCC2)cc1Cl,2,5,1,-10,0,-8,3,2,0.2
O=c1c2ccccc2nc(CNCC2CCCO2)n1-c1ccc(F)cc1 (stereo not drawn),1,-17,4,1,0,-5,4,-1,0.1
CSc1nnc(OC(=O)N(C)C)n1-c1ccc(Cl)cc1,1,-13,-1,-11,-4,-1,-12,-4,0.2
CC12CCCCC1N(O)CN2O (stereo not drawn),-1,-26,3,-21,2,-10[fluorescence artefact?],-12,1,0.1

# Source: PubChem (several laboratories)
